M. tuberculosis HTS: M. tuberculosis growth inhibition, HTS (AID 449762); inhibition, % at 25 µM, or IC50 in µM where a hit was titrated; 330,000 tested, 0.59% active; M. tuberculosis H37Rv growth inhibition, 7H9 media; higher % means a stronger effect; in the data active = a potency from the dose series; inconclusive = inhibition above about 70% without an active follow-up result;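 note: bacterial growth assessed after seven days of incubation; strong numbers were not always called active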
influenza NS1A: NS1A inhibition, H1N1 influenza, cell based functional assay (AID 504329); NS1A functional cell-based assay, percent inhibition; higher % means a stronger effect; inhibition, % at 12.5 µM, or IC50 in µM where a hit was titrated; 340,000 tested, 0.3% active; in the data active = a potency from the dose series; inconclusive = inhibition above about 27% without an active follow-up result; note: strong numbers were not always called active
tuberculosis growth: growth inhibition of non-replicating M. tuberculosis (AID 488890) | 320,000 tested, 0.39% active | one-dose inhibition, % at 25 µM; IC50 in µM for titrated hits | Mycobacterium tuberculosis non-replicating, growth inhibition; higher % means a stronger effect; in the data active = a potency from the dose series; inconclusive = inhibition mostly from about 82% at the one dose, without a potency; inactive = the rest, 99 in 100 with inhibition below about 76%;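 note: plate controls were DMSO cells for no effect and high antibiotic wells for full effect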
Salmonella PhoP GFP: PhoP regulon inhibitors, Salmonella typhi PhoP promoter GFP reporter, confirmatory (AID 1850) | Salmonella Typhi PhoP-promoter GFP reporter, fluorescence, 4 h; higher % means a stronger effect | one-dose inhibition, % at 50 µM; IC50 in µM for titrated hits | 310,000 tested, 0.33% active; in the data active = a potency from the dose series; inconclusive = inhibition mostly from about 25% at the one dose, without a potency; inactive = the rest, 99 in 100 with inhibition below about 19%;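 note: 0% = induced wells with vehicle and 100% = uninduced wells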
inhibitors of VEEV: inhibitors of VEEV TC-83 cytopathic effect, confirmation, Vero cells (AID 588727); inhibition, % at 20 µM; hits with a dose series show IC50 in µM; 350,000 tested, 0.13% active; Vero cells, VEEV TC-83 cytopathic effect inhibition; higher % means a stronger effect; in the data active = a potency from the dose series; inconclusive = inhibition mostly from about 14% at the one dose, without a potency; inactive = the rest, 99 in 100 with inhibition below about 12%; note: strong numbers were not always called active
inhibitors of VEEV 10K pilot screen: also measured in inhibitors of VEEV; calls as there; inhibition, %; measured here: 10K pilot screen inhibition
An asterisk follows results filed as active. Hits appear at their usual frequency; overall some 1.6% were active at least once.

Start of the listing, in advance (two entries):
CN(CC(=O)Nc1ccc(F)c(F)c1F)C(=O)C1CC(=O)N(C2CCCC2)C1 (stereo not drawn) was read as influenza NS1A -4% and inhibitors of VEEV inactive.
For CCN1CC2(COC(=O)c3ccccc3N)CCC(OC)C34C5CC6C(OC)CC(O)(C5C6OC)C(O)(C(OC)C23)C14 (stereo not drawn) the results were M. tuberculosis HTS -1%, influenza NS1A 0%, tuberculosis growth 2%, Salmonella PhoP GFP 5% and inhibitors of VEEV 4.8%.

This part in full, previewed entries included:
CN(CC(=O)Nc1ccc(F)c(F)c1F)C(=O)C1CC(=O)N(C2CCCC2)C1 (stereo not drawn) was read as influenza NS1A -4% and inhibitors of VEEV inactive.
For CCN1CC2(COC(=O)c3ccccc3N)CCC(OC)C34C5CC6C(OC)CC(O)(C5C6OC)C(O)(C(OC)C23)C14 (stereo not drawn) the results were M. tuberculosis HTS -1%, influenza NS1A 0%, tuberculosis growth 2%, Salmonella PhoP GFP 5% and inhibitors of VEEV 4.8%.
`CCN1C(=O)c2cccc3c(S(=O)(=O)Nc4ncccc4C)ccc1c23` gave M. tuberculosis HTS -7%, influenza NS1A 6%, tuberculosis growth 7%, Salmonella PhoP GFP -3% and inhibitors of VEEV 0.9%.
For O=c1c2ccccc2cnn1Cc1n[nH]c(=S)n1-c1cc(Cl)cc(Cl)c1 the results were M. tuberculosis HTS 4%, influenza NS1A 7%, tuberculosis growth -25%, Salmonella PhoP GFP -4% and inhibitors of VEEV inactive.
For CCC1(c2ccc(F)cc2)NC(=O)N(CC(=O)Nc2ccc(N3CCCCC3)cc2)C1=O (stereo not drawn) the results were M. tuberculosis HTS 35%, influenza NS1A 12%, tuberculosis growth 12%, Salmonella PhoP GFP 4% and inhibitors of VEEV 3.8%.
`O=C1NC[C@@H](Cc2ccc(O)cc2)N(CCc2cccc(F)c2)C1=O` gave M. tuberculosis HTS -2%, influenza NS1A -1%, tuberculosis growth -5%, Salmonella PhoP GFP 7% and inhibitors of VEEV inactive.
For C=CCc1cc(OC)ccc1OCCCCn1cncn1 the results were M. tuberculosis HTS -1%, influenza NS1A -8%, tuberculosis growth 9%, Salmonella PhoP GFP -4% and inhibitors of VEEV 0.1%.
NC(=S)N/N=C/c1ccc(OC(=O)c2cccnc2)cc1 was read as M. tuberculosis HTS 59%, influenza NS1A 0%, tuberculosis growth 44%, Salmonella PhoP GFP -1% and inhibitors of VEEV 7.0%.
Screening CCC(=O)c1ccc(OCC(O)CN2CCN(c3ccccn3)CC2)cc1 (stereo not drawn) returned M. tuberculosis HTS 5%, influenza NS1A -2%, tuberculosis growth 18%, Salmonella PhoP GFP -7% and inhibitors of VEEV inactive.
`COc1cc2c(cc1NC(=S)Nc1cccc3ccccc13)oc1ccccc12` gave M. tuberculosis HTS inconclusive, influenza NS1A -11%, tuberculosis growth 42%, Salmonella PhoP GFP 1% and inhibitors of VEEV 4.3%.
CCc1c(O)nc(SCC(=O)Nc2ccccc2)n(C(C)CC)c1=O (stereo not drawn) was read as M. tuberculosis HTS 21%, influenza NS1A -2%, tuberculosis growth 34%, Salmonella PhoP GFP 10% and inhibitors of VEEV 0.2%.
Screening O=C(CN1C(=O)C2C3C=CC(C3)C2C1=O)Nc1ccc(F)cc1 (stereo not drawn) returned M. tuberculosis HTS 10%, influenza NS1A 4%, tuberculosis growth 7%, Salmonella PhoP GFP -2% and inhibitors of VEEV 0.3%.
Screening CCOc1ccc2oc(C(=O)NCC3CCCO3)c(C)c2c1 (stereo not drawn) returned M. tuberculosis HTS -1%, influenza NS1A 0%, tuberculosis growth 3%, Salmonella PhoP GFP -7% and inhibitors of VEEV 2.5%.
COc1ccc(CCNC(=S)Nc2ccccc2)cc1 was read as M. tuberculosis HTS -4%, influenza NS1A -11%, tuberculosis growth 76%, Salmonella PhoP GFP 7% and inhibitors of VEEV 0.6%.
For Clc1cccc2sc(-c3nnc(-c4ccccc4)o3)c(Cl)c12 the results were M. tuberculosis HTS 1%, influenza NS1A 0%, tuberculosis growth 33%, Salmonella PhoP GFP -10% and inhibitors of VEEV 2.0%.

For reference, some entries already given.
Screening CCOc1ccc2oc(C(=O)NCC3CCCO3)c(C)c2c1 (stereo not drawn) returned M. tuberculosis HTS -1%, influenza NS1A 0%, tuberculosis growth 3%, Salmonella PhoP GFP -7% and inhibitors of VEEV 2.5%.
COc1ccc(CCNC(=S)Nc2ccccc2)cc1 was read as M. tuberculosis HTS -4%, influenza NS1A -11%, tuberculosis growth 76%, Salmonella PhoP GFP 7% and inhibitors of VEEV 0.6%.
For Clc1cccc2sc(-c3nnc(-c4ccccc4)o3)c(Cl)c12 the results were M. tuberculosis HTS 1%, influenza NS1A 0%, tuberculosis growth 33%, Salmonella PhoP GFP -10% and inhibitors of VEEV 2.0%.

Further results follow:
For COC(=O)c1ccc(CN2CCC(Oc3cccc(C(=O)N4CCCC4)c3)CC2)cc1 the results were M. tuberculosis HTS 7%, influenza NS1A -6%, tuberculosis growth 20%, Salmonella PhoP GFP -2% and inhibitors of VEEV 1.9%.
`O=S(=O)(Nc1cc2nc3ccccc3nc2n1Cc1ccccc1)c1ccc(Cl)cc1` gave M. tuberculosis HTS 0%, influenza NS1A -9%, tuberculosis growth 55%, Salmonella PhoP GFP -8% and inhibitors of VEEV 2.8%.
Cc1ccc(NC(=O)c2cc(S(=O)(=O)N3CCC4(CC3)OCCO4)ccc2F)cc1 was read as M. tuberculosis HTS -5%, influenza NS1A 0%, tuberculosis growth 4%, Salmonella PhoP GFP 2% and inhibitors of VEEV 1.8%.
Cn1c(=O)cc(OCCCC(=O)Nc2cccnc2)c2ccccc21 was read as M. tuberculosis HTS -4%, influenza NS1A 1%, tuberculosis growth -8%, Salmonella PhoP GFP -4% and inhibitors of VEEV 4.7%.
`O=C(O)CNC(=O)c1ccc(Oc2c(F)c(F)c(Oc3ccc(C(=O)NCC(=O)O)cc3)c(F)c2F)cc1` gave M. tuberculosis HTS -2%, influenza NS1A -8%, tuberculosis growth -7%, Salmonella PhoP GFP 10% and inhibitors of VEEV 0.7%.
Cc1nn(-c2ccccc2)c2sc(C(=O)NC3CC3)cc12 was read as M. tuberculosis HTS 7%, influenza NS1A -4%, tuberculosis growth 0%, Salmonella PhoP GFP -2% and inhibitors of VEEV 8.1%.
`CC1CCCN(S(=O)(=O)c2ccc(NC(=O)Cc3ccc(S(=O)(=O)N4CCOCC4)s3)cc2)C1` (stereo not drawn) gave M. tuberculosis HTS 9%, influenza NS1A 6%, tuberculosis growth -12%, Salmonella PhoP GFP -3% and inhibitors of VEEV 5.1%.
For COCCCNC(=O)c1ccccc1SC the results were M. tuberculosis HTS -5%, influenza NS1A 3%, tuberculosis growth -14%, Salmonella PhoP GFP -5% and inhibitors of VEEV 0.9%.
`CS(=O)(=O)N(CC(=O)N1CCC(C(N)=O)CC1)c1ccc(Cl)c(C(F)(F)F)c1` gave M. tuberculosis HTS -4%, influenza NS1A 8%, tuberculosis growth 0%, Salmonella PhoP GFP 3% and inhibitors of VEEV 0.7%.
For CCCN1C(=O)c2cccc3c(N4CCCCC4)ccc(c23)C1=O the results were M. tuberculosis HTS 1%, influenza NS1A -4%, tuberculosis growth 23%, Salmonella PhoP GFP -53% and inhibitors of VEEV inactive.
Screening O=C(O)CSc1nnc(Cc2ccccc2)n1Cc1ccccc1 returned M. tuberculosis HTS -3%, influenza NS1A 5%, tuberculosis growth 0%, Salmonella PhoP GFP -17% and inhibitors of VEEV 1.8%.
For O=C(NCCCN1CCCC1=O)c1cccnc1 the results were M. tuberculosis HTS 1%, influenza NS1A -7%, tuberculosis growth 2%, Salmonella PhoP GFP 6%, inhibitors of VEEV 3.0% and inhibitors of VEEV 10K pilot screen 0.2.
Screening CC1CC(=O)Nc2ccccc2N1C(=O)Cn1cnc2ccccc2c1=O (stereo not drawn) returned M. tuberculosis HTS -5%, influenza NS1A -11%, tuberculosis growth -8% and inhibitors of VEEV 1.9%.
Screening CCc1cccc(CC)c1N(COC)C(=O)Cn1c(C(C)O)nc2ccccc21 (stereo not drawn) returned M. tuberculosis HTS 4%, influenza NS1A 1%, tuberculosis growth 9%, Salmonella PhoP GFP -12% and inhibitors of VEEV 0.9%.
NC(=O)c1cc([N+](=O)[O-])ccc1Nc1ccccc1 was read as M. tuberculosis HTS -10%, influenza NS1A -8%, tuberculosis growth 13%, Salmonella PhoP GFP -6%, inhibitors of VEEV inactive and inhibitors of VEEV 10K pilot screen 0.7.
`COc1ccc(C(=O)Nc2ccc(Cl)c(Cl)c2)c(OC)n1` gave M. tuberculosis HTS 6%, influenza NS1A 0%, tuberculosis growth -5%, Salmonella PhoP GFP -1% and inhibitors of VEEV 0.2%.
N#CCCCc1cc2cc(F)ccc2cn1 was read as M. tuberculosis HTS 6%, influenza NS1A -3% and inhibitors of VEEV 0.3%.
CC1(C)CC(NC(=O)CC2CCCCC2)CC(C)(C)N1 was read as M. tuberculosis HTS -8%, influenza NS1A -2%, tuberculosis growth -2%, Salmonella PhoP GFP -7% and inhibitors of VEEV inactive.
`CCOCC(=O)Nc1c(C(=O)Nc2ccc(OC)cc2OC)oc2ccccc12` gave M. tuberculosis HTS -5%, influenza NS1A 0%, tuberculosis growth -2%, Salmonella PhoP GFP -3% and inhibitors of VEEV 4.0%.
For Cc1ccccc1OCC(=O)OCC(=O)N1CCCc2ccccc21 the results were M. tuberculosis HTS 52%, influenza NS1A -8%, tuberculosis growth 76%, Salmonella PhoP GFP 7% and inhibitors of VEEV 1.3%.
COc1ccc(NC(=O)CNC(c2ccccc2)c2ccccc2)cc1Cl was read as M. tuberculosis HTS -1%, influenza NS1A -2%, tuberculosis growth 5%, Salmonella PhoP GFP -8% and inhibitors of VEEV 2.6%.
Screening CCN(CC)S(=O)(=O)c1ccc(O)c(C(=O)OCC(=O)Nc2cc(C)c(C)cc2[N+](=O)[O-])c1 returned M. tuberculosis HTS 4%, influenza NS1A -2%, tuberculosis growth 21%, Salmonella PhoP GFP -4% and inhibitors of VEEV 5.5%.
`Cc1ccc2c(c1)N(CC(=O)NC(C)CCc1ccccc1)C(=O)c1cccnc1O2` (stereo not drawn) gave M. tuberculosis HTS -9%, influenza NS1A 4%, tuberculosis growth 19%, Salmonella PhoP GFP 10% and inhibitors of VEEV 0.5%.
Screening Cc1nc(N)[nH]c(=O)c1CCCNS(=O)(=O)c1ccc([N+](=O)[O-])cc1 returned influenza NS1A -7% and inhibitors of VEEV 0.8%.
CC1CCCCN1c1nc(-c2ccncc2)nc2ccccc12 (stereo not drawn) was read as M. tuberculosis HTS inconclusive, influenza NS1A 3%, tuberculosis growth 58%, Salmonella PhoP GFP 2%, inhibitors of VEEV 0.5% and inhibitors of VEEV 10K pilot screen 2.8.
CCCOC(=O)/C(=C\C=C\c1ccccc1)NC(=O)c1ccccc1 was read as M. tuberculosis HTS 30%, influenza NS1A -12%, tuberculosis growth 11%, Salmonella PhoP GFP -3% and inhibitors of VEEV 8.3%.
Screening O=C(NCc1cccnc1)C(=O)NCC1OCCN1S(=O)(=O)c1ccccc1 (stereo not drawn) returned M. tuberculosis HTS -2%, influenza NS1A 20%, tuberculosis growth 6%, Salmonella PhoP GFP 5% and inhibitors of VEEV inactive.
Screening COc1cc2c(cc1OC)CN(Cc1cccs1)CC2 returned M. tuberculosis HTS -16%, influenza NS1A 0%, tuberculosis growth 7%, Salmonella PhoP GFP -1% and inhibitors of VEEV inactive.
Cc1cccc(C)c1NC(=S)NN1CCN(C)CC1 was read as M. tuberculosis HTS -9%, influenza NS1A -4%, tuberculosis growth -6%, Salmonella PhoP GFP -8% and inhibitors of VEEV 0.1%.
For O=C(COc1ccc(Cl)cc1Br)NC1CC1 the results were M. tuberculosis HTS 1%, influenza NS1A -8%, tuberculosis growth 12% and inhibitors of VEEV inactive.
Cc1cc(C)c(C#N)c(SCC(=O)Nc2c(C)n(C)n(-c3ccccc3)c2=O)n1 was read as M. tuberculosis HTS 0%, influenza NS1A -7%, tuberculosis growth -7% and inhibitors of VEEV 0.5%.
`Cc1cc(C)c(C)c(S(=O)(=O)Nc2ccccc2N2CCOCC2)c1C` gave M. tuberculosis HTS 8%, influenza NS1A -5%, tuberculosis growth 4% and inhibitors of VEEV 1.4%.
For O=C(NCC(=O)N1CCN(C/C=C/c2ccccc2)CC1)c1ccc(OC(F)F)cc1 the results were M. tuberculosis HTS 7%, influenza NS1A 3%, tuberculosis growth 69% and inhibitors of VEEV inactive.
`NC(=O)Cc1nc(-c2ccccc2)cs1` gave M. tuberculosis HTS -24%, influenza NS1A -8%, tuberculosis growth -2%, Salmonella PhoP GFP 0% and inhibitors of VEEV inactive.
